Compound activity from PubChem BioAssay.
T cell modulator – modulates CD8 T cell binding to vesicles; 2C CD8+ T cell-vesicle binding, flow cytometry; hits give low values; calls only at 7 µM; 0.068% of 330,000 active; AID 2052;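 active = response, share of CD8 T cells binding vesicles, and their 90th percentile fluorescence all below set limits, cut at about 80% in these data, passing the limit was not always enough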
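Material: 2C TCR transgenic mouse naive CD8+ T cells, MACS-purified. Also added: QL9-charged Drosophila Ld/ICAM-1/B7-1 vesicles. Timing: binding 1.5 h at 37 °C. Measured by: high-throughput flow cytometry with anti-B7-1 and anti-CD8 staining. Read-out: percent CD8+ FL2 mean versus row control. Controls: Unloaded micro-vesicles (low), QL9 vesicles with 0.7% DMSO (high).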
West Nile virus CPE – inhibition of WNV-induced cytopathic effect – cell-based, CPE readout (AID 1621). West Nile virus-infected cells, CPE inhibition; higher % means a stronger effect. one-dose CPE inhibition, % at 10 µM; IC50 in µM for titrated hits. 0.02% of 290,000 active; in the data active = a potency from the dose series; inconclusive = CPE inhibition mostly from about 3.7% at the one dose, without a potency; inactive = the rest, 99 in 100 with CPE inhibition below about 2.2%; also: strong numbers were not always called active
SV40 large T antigen – TAg ATPase/helicase activity blockers – biochemical (AID 1903). 0.39% of 310,000 active. one-dose inhibition, % at 20 µM; IC50 in µM for titrated hits. SV40 large T antigen ATPase/helicase inhibition assay; higher % means a stronger effect; in the data active = a potency from the dose series; inconclusive = inhibition mostly from about 32% at the one dose, without a potency; inactive = the rest, 99 in 100 with inhibition below about 32%; also: strong numbers were not always called active
RSV CPE inhibition – inhibition of RSV-induced cytopathic effect – HEp-2 cells, primary 10 µM value included (AID 2391) | CPE inhibition, % at 10 µM; hits with a dose series show IC50 in µM | HEp-2 cells, RSV-induced CPE inhibition; higher % means a stronger effect | 0.13% of 310,000 active; in the data active = a potency from the dose series; inconclusive = CPE inhibition mostly from about 23% at the one dose, without a potency; inactive = the rest, 99 in 100 with CPE inhibition below about 21%; also: strong numbers were not always called active
NTR1 ag – NTR1-driven beta-arrestin-GFP spot formation – imaging, U2OS cells, high content, primary screen (AID 493036). P30989. agonist mode. activation, % at 20 µM. 0.17% of 330,000 active;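 active = activation at or above 40% of the spot to cytoplasm intensity ratio, with at least 20 cells analyzed; inconclusive = wells under 20 cells, flagged as cytotoxic or low count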;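 also: 0% = DMSO without peptide and 100% = 100 nM NTR1 peptide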
Target sequence (P30989 whole entry, looked up): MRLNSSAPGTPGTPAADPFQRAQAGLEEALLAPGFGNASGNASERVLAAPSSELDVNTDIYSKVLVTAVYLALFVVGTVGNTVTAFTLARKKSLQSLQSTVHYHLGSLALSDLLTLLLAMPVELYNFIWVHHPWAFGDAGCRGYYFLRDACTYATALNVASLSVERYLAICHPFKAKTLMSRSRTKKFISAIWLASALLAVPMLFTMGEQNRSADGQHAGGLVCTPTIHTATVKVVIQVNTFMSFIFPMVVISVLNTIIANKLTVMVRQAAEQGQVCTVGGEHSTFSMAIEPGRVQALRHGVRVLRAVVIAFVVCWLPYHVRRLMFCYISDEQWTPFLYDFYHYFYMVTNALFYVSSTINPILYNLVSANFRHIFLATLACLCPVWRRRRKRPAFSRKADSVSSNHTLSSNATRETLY
MgcRacGAP inhibition – MgcRacGAP GTPase-activating activity inhibitors, confirmation, biochemical, ADP Hunter fluorescence; MgcRacGAP-stimulated Rac1 GTP hydrolysis, ADP Hunter fluorescence; higher % means a stronger effect; GST-tagged Rac1 F28L mutant substrate; one-dose inhibition, % at 30 µM; IC50 in µM for titrated hits; 0.6% of 340,000 active;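 active = first-screen hits whose inhibition reached a set limit at any dose in the follow-up dose series; inconclusive = inhibition above the set first-screen limit but never retested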;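 also: fluorescence reports GDP produced by GAP-driven GTP hydrolysis; strong numbers were not always called active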
K1F lysis inhibition – inhibition of K1F phage lysis, E. coli UTI89, bacterial capsule biogenesis inhibitors, alamar blue (AID 488966); inhibition, % at 100 µM, or IC50 in µM where a hit was titrated; 0.02% of 340,000 active; E. coli UTI89 K1F phage lysis, alamar blue, 2 h; higher % means a stronger effect;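 active = phage lysis inhibition, versus mean bacterial control, above a set limit; inconclusive = no clear call, values can overlap the other calls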;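 also: capsule biogenesis inhibitors block K1F phage lysis so surviving cells raise fluorescence; higher fluorescence means more inhibition of phage lysis; actives were called in the ten point dose series up to 300 µM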
Salmonella PhoP GFP – inhibitors of PhoP regulon expression, primary screen, Salmonella Typhimurium, GFP reporter (AID 1863); 0.16% of 300,000 active; inhibition, % at 50 µM; hits with a dose series show IC50 in µM; S. Typhimurium PhoP-regulated promoter GFP reporter, 4 h; higher % means a stronger effect;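 active = inhibition over 29.93%, a cutoff 3 SD above the screen mean, later confirmed by dose response; inconclusive = inhibition over 29.93% but no dose response follow-up; inactive = inhibition at most 29.93% or unconfirmed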;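 also: 0% = low Mg2+ inducing control and 100% = high Mg2+ repressing control; strong numbers were not always called active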
Dengue-2 NS5 capping – Dengue-2 NS5 methyltransferase inhibitors, primary screen, biochemical, confirmation dose response (AID 588689) | Dengue-2 NS5 methyltransferase capping enzyme assay, biochemical; higher % means a stronger effect | one-dose inhibition, % at 25 µM; IC50 in µM for titrated hits | 0.3% of 340,000 active; in the data active = a potency from the dose series; inconclusive = inhibition above about 29% without an active follow-up result
T cell modulator vesicle-bound % – recorded beside T cell modulator, whose call it bears; double positive events, %; measured here: CD8+ vesicle-bound cell fraction;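 binding gate set so that unloaded-vesicle control wells show 10% double positive cells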
NTR1 ag cell count 20 µM – recorded beside NTR1 ag, whose call it bears; cell count; measured here: cell count, cytotoxicity flag
Dengue-2 NS5 capping pilot replicate – further read-out of Dengue-2 NS5 capping, marked with its call; inhibition, %; measured here: pilot screen replicate inhibition
* hit, by the source's call; i = inactive; ? = inconclusive; . = no result given; [ ] = remark or other dose.

SMILES | T cell modulator | T cell modulator vesicle-bound % | West Nile virus CPE | SV40 large T antigen | RSV CPE inhibition | NTR1 ag | NTR1 ag cell count 20 µM | MgcRacGAP inhibition | K1F lysis inhibition | Salmonella PhoP GFP | Dengue-2 NS5 capping | others
Cc1nc(C#N)c(N/N=C/c2cccc(Cl)c2)o1 | i | 44 | . | 12% | 5.5% | 2.0 | 86 | 11% | -1.5% | 21% | -9%
CCc1cc[n+](CC(=O)Nc2ccc(Cl)cc2Cl)cc1 | i | 68 | 0.2% | 11% | 0.7% | -0.6 | 34 | 0% | -0.3% | 9% | -5%
O=C(COc1ccc(/C=N/NC(=O)C(=O)N2CCCCCC2)cc1)Nc1ccccc1Cl | i | 46 | . | 12% | 4.2% | . | . | 6% | 0.2%[50 µM] | -5% | -5%
Cc1ccc(CN(C(=O)c2csnn2)C(C(=O)NC2CCCC2)c2ccco2)cc1 (centres undefined) | i | 10 | -0.9% | -1% | 0.1% | -0.9 | 51 | 8% | 0.0% | 4% | -10%
O=C(COc1ccccc1N1C(=O)C2C3C=CC(C3)C2C1=O)c1ccccc1 (centres undefined) | i | 22 | -0.3% | 7% | 0.8% | 2.1 | 54 | 2% | -0.4% | -4% | 0%
CCNc1cc2oc(=O)c(CN3CCOCC3)c(C)c2cc1C | i | 14 | -0.2% | 22% | -1.6% | -0.3 | 47 | 9% | 0.0% | -19% | 24%
COc1cccc(/C=N/NC(=O)CCn2cnc3ccccc32)c1 | i | 28 | 0.0% | 5% | . | -1.4 | 38 | 9% | 1.4% | -3% | -3%
CCOc1cc(C2C(C#N)=C(N)OC(C)=C2C(C)=O)cc(Br)c1O (centres undefined) | i | 26 | 0.1% | 7% | 6.1% | 1.9 | 38 | 8% | 2.2% | -19% | ?
COc1ccc(NS(=O)(=O)c2cccc(C(=O)NNC(=O)CNC(=O)c3ccccc3)c2)cc1 | i | 14 | -0.1% | 19% | 1.7% | 0.0 | 67 | 0% | -0.2% | -3% | -6%
Cc1ccc(SCC(=O)Nc2nccs2)cc1 | i | 20 | -0.2% | -2% | 5.3% | 0.3 | 57 | 10% | 0.3% | 1% | 2%
COc1ccc(S(=O)(=O)Nc2c(C)c(C)cc3c2ncn3C)cc1 | i | 55 | . | 3% | 0.2% | -1.1 | 79 | 11% | 0.1% | 3% | -6%
Cc1occc1C(=O)NCc1nc(-c2ccccc2)no1 | i | 38 | -0.3% | 7% | 0.4% | 0.8 | 45 | 9% | 0.1% | 1% | -13%
CCC(C)NC(=O)CCc1c(C)nc2c(c(C)nn2-c2ccccc2)c1C (centres undefined) | i | 22 | -1.4% | 7% | 0.2% | 0.4 | 99 | 7% | 0.1% | -6% | -7%
COc1ccc(C(=O)N2CCN(c3ncnc4c(-c5ccccc5)nsc34)CC2)cc1 | . | . | . | -3% | . | . | . | 5% | -0.2% | 2% | -2%
Brc1cc(Br)c(Oc2cc(Br)c(Br)cc2Br)cc1Br | i | 30 | . | . | 9.0% | 6.3 | 42 | 7% | -1.2% | . | -2%
CNC(=O)CSCc1c(Cl)cccc1Cl | i | 8 | -0.1% | -2% | 0.7% | 1.4 | 60 | 11% | 0.3% | -3% | 6%
O=C(Nc1nc(-c2ccc(F)cc2)cs1)C1CCN(C(=O)c2ccc(F)cc2)CC1 | i | 8 | . | 13% | 16% | 4.7 | 57 | 7% | 0.0%[50 µM] | 7% | -8%
CC(=O)c1ccc(NC(=O)c2cc(C)no2)cc1 | . | . | -0.1% | 12% | 1.9% | -0.1 | 86 | -7% | 0.2% | -1% | -7%
COC(=O)c1ccccc1NC(=O)CN1CCN(c2ccccn2)CC1 | i | 16 | -0.4% | 14% | 2.3% | 2.7 | 44 | 4% | 0.3% | -2% | -4%
CC(C)C[C@@H]1CN=C(N)N1C[C@@H]1CCCN1C[C@H](C)N1C[C@@H](Cc2ccccc2)N(CCCC2CCCC2)C1=N | i | 12 | . | . | . | -3.5 | 39 | 11% | 14% | . | -4%
O=C(CSc1nc2[nH]ncc2c(=O)n1-c1ccccc1)N1CCCCCC1 | i | 3 | -0.7% | 5% | 4.2% | -1.4 | 18 | . | . | -8% | .
COC/C=C/C1=CC2=CC(=O)C(C)(OC(=O)c3cnc4ccccc4n3)C(=O)C2=CN1C1CC1 (centres undefined) | i | 21 | -0.3% | 25% | 1.3% | 1.7 | 48 | 3% | -1.2% | -8% | >100µM*
C=CCNc1sc(C(=O)c2ccccc2)c(N)c1C#N | i | 36 | 0.5% | 12% | 4.1% | 1.9 | 58 | 2% | 1.1%[50 µM] | -9% | -6%
Cc1ccc(Nc2nc(C)c3c(n2)CC(C)CC3=O)c(C)c1 (centres undefined) | i | 56 | -1.1% | 9% | 20% | 1.0 | 48 | 8% | 0.9% | -6% | -10%
Cc1c(NC(=O)C2CC(c3cccc(Br)c3)=NO2)c(=O)n(-c2ccccc2)n1C (centres undefined) | i | 8 | -0.4% | 7% | -0.1% | -0.8 | 41 | -10% | -0.4% | -1% | -12%

Further compounds:
SMILES | T cell modulator | T cell modulator vesicle-bound % | West Nile virus CPE | SV40 large T antigen | RSV CPE inhibition | NTR1 ag | NTR1 ag cell count 20 µM | MgcRacGAP inhibition | K1F lysis inhibition | Salmonella PhoP GFP | Dengue-2 NS5 capping | others
CCN(CC)C(=O)C1CC(=O)OC1(C)C (centres undefined) | i | 32 | -0.3% | 7% | 0.5% | 1.8 | 56 | 6% | 0.5% | -4% | -3%
Cc1ccc2sc(N(CCCN(C)C)C(=O)c3ccc(S(=O)(=O)N(C)Cc4ccccc4)cc3)nc2c1C | i | 30 | . | 2% | 14% | 25 | 61 | 6% | -0.6%[50 µM] | -2% | -7%
COc1ccc(N2CCN(CC(=O)Nc3ccccc3SC)CC2)cc1 | i | 6 | -1.1% | 11% | 5.3% | 4.3 | 33 | 30% | 0.4% | 6% | -9%
CCCOc1ccc(C2NC(=O)CCC2[N+](=O)[O-])cc1 (centres undefined) | i | 20 | -0.6% | 0% | -0.8% | -1.3 | 43 | 8% | 0.2% | -3% | -1% | Dengue-2 NS5 capping pilot replicate=-2.1
CC1CC(C)CN(c2cc(=O)n(Cc3ccc(F)cc3)c(=O)[nH]2)C1 (centres undefined) | i | 14 | 0.0% | 9% | -0.1% | -0.1 | 83 | 7% | 0.3% | 4% | 3%
O=C(N/N=C/c1ccc(OC(=O)c2ccccc2)cc1)c1cccc(O)c1 | i | 56 | -0.4% | 7% | ? | 0.9 | 51 | 9% | -3.0% | -4% | 0%
COc1ccccc1N1CCN(C(CNS(=O)(=O)c2ccccc2)c2ccccc2)CC1 (centres undefined) | i | 35 | 0.1% | 6% | 5.1% | 0.9 | 50 | 17% | 0.4% | -4% | -8%
CCOC(=O)c1c(NC(=S)Nc2ccccc2)sc2c1CCCCC2 | i | 45 | 0.1% | 16% | 1.1% | 14 | 39 | 12% | 0.0% | -8% | -7%
COc1ccc(C(c2nnnn2C2CCCC2)N2CCN(C(=O)c3ccco3)CC2)cc1OC (centres undefined) | i | 31 | -0.3% | 15% | 3.1% | 0.4 | 44 | -3% | -0.2% | -4% | 7%
O=C(CSCc1ccccc1)N1CCN(c2ccc(F)cc2)CC1 | i | 48 | 0.1% | 12% | 17% | 0.9 | 47 | 8% | 0.6% | 9% | 4%
CN(Cc1ccccc1)C(=O)CN1C(=O)NC(C)(c2ccc(C(C)(C)C)cc2)C1=O (centres undefined) | i | 22 | -1.5% | 5% | 11% | 0.7 | 33 | 7% | 0.4% | -3% | -5%
O=C(CSc1nc2nc[nH]c2c(=O)[nH]1)NC1CCCCC1 | i | 41 | -0.1% | 4% | 1.4% | -1.5 | 45 | -4% | 0.1%[50 µM] | 1% | 9%
Cc1cc(NC(=O)c2ccc(NC(=O)C(C)Oc3ccccc3)cc2)no1 (centres undefined) | i | 61 | -0.9% | 0% | -0.1% | -0.1 | 52 | 3% | 2.3% | -2% | 6%

Structures above with an aryl methoxy group (seven):
SMILES | T cell modulator | T cell modulator vesicle-bound % | West Nile virus CPE | SV40 large T antigen | RSV CPE inhibition | NTR1 ag | NTR1 ag cell count 20 µM | MgcRacGAP inhibition | K1F lysis inhibition | Salmonella PhoP GFP | Dengue-2 NS5 capping | others
COc1cccc(/C=N/NC(=O)CCn2cnc3ccccc32)c1 | i | 28 | 0.0% | 5% | . | -1.4 | 38 | 9% | 1.4% | -3% | -3%
COc1ccc(NS(=O)(=O)c2cccc(C(=O)NNC(=O)CNC(=O)c3ccccc3)c2)cc1 | i | 14 | -0.1% | 19% | 1.7% | 0.0 | 67 | 0% | -0.2% | -3% | -6%
COc1ccc(S(=O)(=O)Nc2c(C)c(C)cc3c2ncn3C)cc1 | i | 55 | . | 3% | 0.2% | -1.1 | 79 | 11% | 0.1% | 3% | -6%
COc1ccc(C(=O)N2CCN(c3ncnc4c(-c5ccccc5)nsc34)CC2)cc1 | . | . | . | -3% | . | . | . | 5% | -0.2% | 2% | -2%
COc1ccc(N2CCN(CC(=O)Nc3ccccc3SC)CC2)cc1 | i | 6 | -1.1% | 11% | 5.3% | 4.3 | 33 | 30% | 0.4% | 6% | -9%
COc1ccccc1N1CCN(C(CNS(=O)(=O)c2ccccc2)c2ccccc2)CC1 (centres undefined) | i | 35 | 0.1% | 6% | 5.1% | 0.9 | 50 | 17% | 0.4% | -4% | -8%
COc1ccc(C(c2nnnn2C2CCCC2)N2CCN(C(=O)c3ccco3)CC2)cc1OC (centres undefined) | i | 31 | -0.3% | 15% | 3.1% | 0.4 | 44 | -3% | -0.2% | -4% | 7%
